14-3-3g Raf: modulators of 14-3-3 gamma protein binding, primary screen, biochemical, fluorescence polarization; 14-3-3 protein gamma (Homo sapiens), P61981; FP, 14-3-3gamma / TMR-pS259-Raf peptide binding; inhibition, % at 40 µM; 160,000 compounds, 0.19% hits; AID 422, 2006; in the data active = inhibition above about 30%;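 also: 0% = protein plus tracer without compound and 100% = blank with tracer alone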
Target sequence (P61981 whole entry, looked up): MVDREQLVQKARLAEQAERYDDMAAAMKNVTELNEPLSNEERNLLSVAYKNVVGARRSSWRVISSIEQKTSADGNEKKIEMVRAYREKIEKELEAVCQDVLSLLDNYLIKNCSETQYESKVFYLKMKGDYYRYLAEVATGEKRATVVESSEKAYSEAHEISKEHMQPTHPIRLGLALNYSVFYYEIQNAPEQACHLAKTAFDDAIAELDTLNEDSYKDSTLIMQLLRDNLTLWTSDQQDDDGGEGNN
* hit, by the source's call; & = joins results of further samples. The list is partial; the hit share may differ from the screen's.

SMILES	14-3-3g Raf
COc1ccc(NC(=O)C2C3C=CC(C3)C2C(=O)NCc2ccco2)cc1 (configuration not stated)	2
COc1ccc(S(=O)(=O)CCC(=O)O)cc1	-1&-1
CNC(=O)c1ccccc1NC(=O)c1cccc(S(=O)(=O)N2CCOCC2)c1	-6
Cn1c(CSc2ncccn2)nnc1SCC(=O)N1CCCCC1	2
Cc1c(-c2ccco2)[n+](=O)c2c(n1[O-])CCC2	-4
COc1ccc(S(=O)(=O)NCCC(=O)NCc2cccnc2)cc1	56*
O=C(CSC1=NC(=O)C(Cc2ccccc2)C(=O)N1)Nc1nc2c(s1)CCCC2 (configuration not stated)	-12
O=C1C(Cl)=C(N2CCOCC2)C(=O)N1CCc1ccccc1	5
Cc1ccccc1N1CCN(c2ncnc3c2cnn3Cc2ccc(Cl)cc2)CC1	-1
CC(C)c1nc2n[nH]c(N)c2c2c1CCC2	-3
O=S(=O)(c1ccc2nc(-c3ccccc3)[nH]c2c1)N1CCCCCC1	5
CCOC(=O)c1[nH]c2ccc(F)cc2c1NC(=O)C1=COCCO1	-4
O=C(Nc1ccc(Oc2ccccc2)cc1)c1ccc2c(=O)n(-c3ccccc3)c(=S)[nH]c2c1	2
Cc1cc(=O)oc2cc(OC(C)C(=O)O)c(Cl)cc12 (configuration not stated)	-2&2
COc1ccc(C(c2c(O)cc(C)oc2=O)c2c(O)cc(C)oc2=O)cc1	-7
O=C1CC(c2cccs2)CC2=C1C(c1ccc3c(c1)OCO3)Nc1ccccc1N2 (configuration not stated)	2
CCCC(c1nnnn1Cc1ccc(OC)cc1)N1CCN(c2ccccc2)CC1 (configuration not stated)	0
O=C(Nc1cccc(N=Cc2c(O)ccc3cc([N+](=O)[O-])ccc23)c1)c1ccc(F)cc1	-1
CCCSc1nnc2c(n1)OC(c1ccc(OC)c(C)c1)Nc1ccccc1-2 (configuration not stated)	-5
C=CCn1c(=O)c2ccccc2n2c(SCC(=O)c3ccccc3)nnc12	-17
Cc1ccnc(NS(=O)(=O)c2ccc(NC(=O)Cc3ccc(Br)cc3)cc2)n1	-15
COc1cccc(C2=NOC(C(=O)Nc3cc(C)nn3-c3ccccc3)C2)c1OC (configuration not stated)	-4
CCOC(=O)c1c(NC(=O)c2cc(-c3ccc(F)cc3)on2)sc(C(C)=O)c1C	-8
Cc1c(Cl)cccc1NC(=O)CSc1ncnc2c1sc1ccccc12	-4
COc1ccc(NC(=O)C2CSC3c4ccccc4C(=O)N23)cc1 (configuration not stated)	-18

4 compounds out of the list above, ordered by their value in 14-3-3g Raf, rising:
smiles | 14-3-3g Raf
O=C(Nc1cccc(N=Cc2c(O)ccc3cc([N+](=O)[O-])ccc23)c1)c1ccc(F)cc1 | -1
O=C1CC(c2cccs2)CC2=C1C(c1ccc3c(c1)OCO3)Nc1ccccc1N2 (configuration not stated) | 2
O=C1C(Cl)=C(N2CCOCC2)C(=O)N1CCc1ccccc1 | 5
COc1ccc(S(=O)(=O)NCCC(=O)NCc2cccnc2)cc1 | 56*

(listing goes on)
SMILES	14-3-3g Raf
O=C(c1ccc([N+](=O)[O-])o1)N1CCN(CC=Cc2ccccc2)CC1	2
COc1ccccc1Nc1ncc(C(=O)Nc2cc(OC)c(OC)c(OC)c2)c2ccccc12	-12
CCCCC(=O)Nc1cc2nn(-c3ccc(OCC)cc3)nc2cc1C	-5
CC(C)c1ccc(C#N)c(SCC(=O)N2c3ccccc3Sc3ccccc32)n1	-5
Oc1ccc(Cl)cc1C=Nc1cc(C(F)(F)F)ccc1Cl	5
CCC(Sc1nc2cc(OC)c(OC)cc2c2nc(C)nn12)C(=O)NCc1ccco1 (configuration not stated)	-9&3
COc1ccccc1Nc1nc(C2(C)CCC(=O)O2)cs1 (configuration not stated)	-1&-2
CCOc1ccc(C(=O)Nc2cc3nn(-c4ccc(C)cc4)nc3cc2C)cc1[N+](=O)[O-]	-6
CCOc1nc(Nc2ccc(I)cc2C)nc(NC2CCCCC2)n1	-9
CC(C)c1ccc(C(=O)CSc2ncn[nH]2)cc1	7
O=C(Nc1ccc(-c2nc3cc(Cl)ccc3o2)cc1)c1ccc(-c2ccccc2[N+](=O)[O-])o1	-122
O=C(CSc1cn(Cc2ccc(Cl)cc2)c2ccccc12)N1CCCc2ccccc21	-3
CCC(C)C1C(C#N)=C(N)OC2=C1C(=O)CC(C)(C)C2 (configuration not stated)	5
Cc1ccc(Nc2cc(N3CCCCC3)c3nonc3c2[N+](=O)[O-])c(C)c1	10
CCN(CCNC(=O)Cn1nc(-c2ccc(C)cc2)ccc1=O)c1ccccc1	1
CC12C(=O)N(CCC(=O)O)C(=O)C1C1C=CC2C1 (configuration not stated)	-6
Cc1nnc(SCC(=O)NCc2ccc(Cl)cc2)[nH]c1=O	0
CC(C)(C)OC(=O)N1CCC[C@H]1c1nnc(SCc2c(Cl)cccc2Cl)o1	-4
N#Cc1c(/N=C/c2ccco2)sc2c1CCCCC2	-7
NC(=O)C1CCN(C(=O)CN2C(=O)c3ccccc3C2=O)CC1	-18
COC(=O)Cn1c(=O)cnc2ccccc21	2
O=C1c2ccccc2C(=O)N1c1cc(C(F)(F)F)cc(N2C(=O)c3ccccc3C2=O)c1Cl	7
CCOc1ccc(NC(=O)CSc2nc3c(c(=O)n2C)SC(C)C3)cc1 (configuration not stated)	-9
Cc1cc(NC(=O)c2ccc(F)cc2)ccc1-c1cc2ccccc2oc1=O	-5
Cc1ocnc1C(=O)Nc1ccc(Cl)cc1	-14
Further compounds:
SMILES	14-3-3g Raf
CCOc1cc(C2N3CCc4ccccc4C3CN2S(=O)(=O)c2ccc(C)cc2)ccc1OC (configuration not stated)	-9
COc1ccc(C2=NC(C(F)(F)F)(C(F)(F)F)N=C3C=CC=CN32)cc1	-2
Cn1c(=O)c2c(nc(CN3CCC(Cc4ccccc4)CC3)n2CCc2ccccc2)n(C)c1=O	-7
Cc1cc(=O)[nH]c(SC/C=C/c2ccccc2)n1	-2
CN1CCc2c(sc3c2C(=O)NC(c2ccc(-c4ccc(F)cc4)o2)N3)C1 (configuration not stated)	-215
O=C(Cc1ccccc1[N+](=O)[O-])N1CCCc2ccccc21	-11
COc1ccc(NS(=O)(=O)c2cc(C(=O)O)ccc2C)cc1	-2
CCc1ccc(NC(=O)CSc2nccn2-c2ccc(OC)cc2)cc1	7
COc1ccc(-n2c(=O)c3ccccc3n(CC(=O)NCCC3=CCCCC3)c2=O)c(OC)c1	-2
O=C(c1c[nH]c2ccc(S(=O)(=O)N3CCCCC3c3cccnc3)cc2c1=O)N1CCOCC1 (configuration not stated)	-8
CCOC(=O)CSc1cccc2cccnc12	-7
Cc1cc2nn(-c3ccc(Cl)cc3)nc2cc1NC(=O)c1cncc(Br)c1	-34
O=C(Nc1sc2c(c1C(=O)O)CCCC2)c1ccco1	7
c1cc2nsnc2c2nsnc12	3
COC(=O)CCC(=O)Nc1ccc(Br)cc1	-18
O=C(Nc1nc(-c2ccc(I)cc2)cs1)c1ccco1	-1
CCOc1sc2nc(C)n(CC(=O)NCc3ccccc3Cl)c(=O)c2c1C	-16
COc1ccc(NC(=O)c2cc(C)on2)cc1OC	-10
O=C(Nc1cccc(Cl)c1)c1ccc(F)c(S(=O)(=O)NC2CC2)c1	-11
CC1Cc2nc(SCC(=O)NCc3ccccc3)n(Cc3ccccc3)c(=O)c2S1 (configuration not stated)	9
CCn1c(SCC(=O)NCc2ccco2)nnc1C(C)C	-1
C=CCNC(=O)CSc1nc2c(c(C(F)(F)F)n1)CCc1ccccc1-2	2
O=C1c2ccccc2C(=O)c2c1oc(-c1ccccc1)c2C(=O)c1ccccc1	-4
CN1C(=O)OC(C)(CCc2ccccc2)C1(C)O (configuration not stated)	-5
CC1Cc2nc(SCC(=O)NC3CCCCC3)n(C)c(=O)c2S1 (configuration not stated)	7&-23

Part of the list above, in CSV form.
molecule,14-3-3g Raf
Cn1c(CSc2ncccn2)nnc1SCC(=O)N1CCCCC1,2
Cc1c(-c2ccco2)[n+](=O)c2c(n1[O-])CCC2,-4
COc1ccc(S(=O)(=O)NCCC(=O)NCc2cccnc2)cc1,56*
O=C(CSC1=NC(=O)C(Cc2ccccc2)C(=O)N1)Nc1nc2c(s1)CCCC2 (configuration not stated),-12
O=C1C(Cl)=C(N2CCOCC2)C(=O)N1CCc1ccccc1,5
Cc1ccccc1N1CCN(c2ncnc3c2cnn3Cc2ccc(Cl)cc2)CC1,-1

The listing continues.
SMILES	14-3-3g Raf
Cc1ccnc(NC(c2cccc([N+](=O)[O-])c2)c2ccc3cccnc3c2O)c1 (configuration not stated)	-1
Cc1cc(C)nc(NS(=O)(=O)c2ccc(NC(=O)CCc3ccccc3)cc2)n1	-3
CCOc1ccc(C2C(N3C(=O)c4cccc([N+](=O)[O-])c4C3=O)C(=O)N2c2ccc(C)cc2)cc1 (configuration not stated)	4
Cc1ccc(C(=O)C2=C(O)C(=O)N(Cc3cccnc3)C2c2ccc(C(C)C)cc2)o1 (configuration not stated)	-3
O=[N+]([O-])c1ccc(N2CCN(c3nc(-c4ccc(Cl)cc4)cs3)CC2)c(Cl)c1	-2
CCCn1c(=NC(=O)c2cccs2)c(C(=O)OCC)cc2c(=O)n3ccccc3nc21	-22
Cc1ccc(-c2nnc(Nc3ccc(O)cc3)c3ccccc23)cc1S(=O)(=O)NCC1CCCO1 (configuration not stated)	8
CCn1c2c(c3cc(Br)ccc31)CCCC2O (configuration not stated)	-8
Cc1ccc(C(=O)NC(C)(COc2nonc2C)COc2nonc2C)cc1	4
O=C(NC1CCCC1)c1ccc(CS(=O)(=O)c2cccc(C(F)(F)F)c2)o1	-2
COC(=O)C(C)Sc1ncnc2c1nnn2-c1ccc(F)cc1 (configuration not stated)	0
Cc1ccc(S(=O)(=O)N(CC(=O)Nc2ccc3c(c2)OCCO3)C2CCCCC2)cc1	-7
CCOc1ccccc1NC(=O)CSc1nnc(Cc2cccn2C)n1-c1ccc(F)cc1	-4
O=C(Cn1cccc1C(=O)c1ccccc1)NCc1cccs1	-11
COc1cc2c(cc1OC)C(C(=O)N1CCN(c3cccc(C)c3)C(C)C1)C1c3ccccc3CCN1C2=O (configuration not stated)	0
CCCCc1ccc(Nc2ncnc3c2cnn3-c2ccccc2)cc1	-7
CN(C)CCCN1C(=O)C(=O)/C(=C(/O)c2ccncc2)C1c1cccc(Br)c1 (configuration not stated)	-15
Cc1ccc2[nH]c(-c3cc[n+](C)cc3)cc2c1	-3
C=CCN1CC(c2nc3ccccc3n2Cc2ccccc2)CC1=O (configuration not stated)	-7
CSC1=NCCN1C(=O)c1ccc(OC(C)C)cc1	3
O=C(Nc1cccc(Cl)c1)Nc1nccs1	-9
O=C(NCc1cccnc1)c1ccc(Cl)cc1[N+](=O)[O-]	-4
COC(=O)C1C(=O)CC(C)(O)C(C(=O)OC)C1c1ccc(Br)cc1 (configuration not stated)	3
COC(=O)c1ccc(C=Nc2ccc3oc(-c4cccc(C)c4)nc3c2)cc1	-72
CCCN(CCC)S(=O)(=O)c1ccc(C(=O)Nc2cccc(Br)c2)cc1	-1
Following part:
SMILES	14-3-3g Raf
Cc1ccc(CS(=O)(=O)CCC(=O)NCCCN2CCCC2)cc1	5
COc1ccc(CCNC(=O)CSc2cc(=O)n(C)c3ccccc23)cc1OC	-2
CCOC(=O)c1ccc(CNS(=O)(=O)c2cc(C)ccc2OC)o1	-4
O=C(Cn1nc(C(F)(F)F)c2c1CCCC2)NC1CCCC1	-8
COC(=O)c1cccc(NC(=O)CN2CCC(NC(=O)c3cc(OC)c(OC)c(OC)c3)CC2)c1	-6
CCCCCCn1c(CN2CCN(CCO)CC2)nc2c1c(=O)n(C)c(=O)n2C	-3
COc1cc(CNC(C)C23CC4CC(CC(C4)C2)C3)ccc1OCC(N)=O (configuration not stated)	-3
NC(=O)c1ccsc1NC(=O)C1CCCCC1	0
Cn1c(=O)c(N)c2c3c(cccc31)C(=O)c1ccccc1-2	109*
O=C(c1cccc(F)c1)N1CCC(N2CCN(c3ccccc3)CC2)CC1	-8
COc1ccc(-c2nc(N3CCC(C)CC3)c3ccccc3n2)cc1OC	2
O=C(CN1CCN(Cc2ccc(F)cc2)C1=O)NCc1ccco1	-1
CCOc1ccccc1NC(=O)C1=C(C)NC(=O)NC1c1cccc(OC)c1OC (configuration not stated)	3&5
Cc1ccc2cc(C)c(SCC#N)nc2c1	3
CCCOC(=O)C(C)Oc1ccc2c(=O)c(Oc3ccc(OC)cc3)coc2c1 (configuration not stated)	-14
CCOc1ccc(/C(O)=C2\C(=O)C(=O)N(CCN3CCOCC3)C2c2ccc(C)cc2)c(C)c1 (configuration not stated)	-11
COc1ccc(-n2nc(C(=O)Nc3cccc(C)n3)c3ccccc3c2=O)cc1	7
CC(C)(C)P1(=O)OCc2ccccc2CO1	-7
CCC1=NN(C(=O)c2cccnc2)C(O)(c2ccc(Br)cc2)C1 (configuration not stated)	-6
COc1ccc(Br)cc1C1CC(=O)Nc2cc3c(cc21)OCO3 (configuration not stated)	3
COC(=O)c1ccc(C2N=C(c3ccc(Cl)cc3)CC(c3ccccc3O)N2)cc1 (configuration not stated)	-9
COCCn1c(CN2CCN(C)CC2)nc2c1c(=O)n(C)c(=O)n2C	-6
Cc1cc(C)c(NC(=O)C2CSCCS2)c(C)c1 (configuration not stated)	-4
O=C(NCc1ccccc1Cl)c1c[nH]c2ccc(S(=O)(=O)Nc3cccc(C(F)(F)F)c3)cc2c1=O	-24
O=C(CCN1CCc2ccccc21)c1ccc2c(c1)OCCO2	11
CC1CCCCC1NC(=O)c1cc(=O)[nH]c2ccccc12 (configuration not stated)	1
COc1ccc(CNC(=O)c2cccs2)cc1	-6
Cc1ccccc1NC(=O)Cn1c(=O)n(-c2ccc(F)cc2)c(=O)c2sccc21	-2
COc1ccc(OC)c(-n2cnc3cc(C(=O)NCCCN4CCOCC4)ccc32)c1	-98

Screens from PubChem.
